Compound activity: PubChem BioAssay, several laboratories
E coli RNAP: inhibitors of Escherichia coli RNA polymerase | P0A8V2 | E. coli RNA polymerase, fluorescence transcription assay | AID 559 | inhibition, %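 (tested at 10 µM)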 | 0.2% of 62,000 active; in the data active means inhibition above about 20%;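 further: 0% = enzyme without compound and 100% = no enzyme blank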
Target sequence (P0A8V2 whole entry, looked up): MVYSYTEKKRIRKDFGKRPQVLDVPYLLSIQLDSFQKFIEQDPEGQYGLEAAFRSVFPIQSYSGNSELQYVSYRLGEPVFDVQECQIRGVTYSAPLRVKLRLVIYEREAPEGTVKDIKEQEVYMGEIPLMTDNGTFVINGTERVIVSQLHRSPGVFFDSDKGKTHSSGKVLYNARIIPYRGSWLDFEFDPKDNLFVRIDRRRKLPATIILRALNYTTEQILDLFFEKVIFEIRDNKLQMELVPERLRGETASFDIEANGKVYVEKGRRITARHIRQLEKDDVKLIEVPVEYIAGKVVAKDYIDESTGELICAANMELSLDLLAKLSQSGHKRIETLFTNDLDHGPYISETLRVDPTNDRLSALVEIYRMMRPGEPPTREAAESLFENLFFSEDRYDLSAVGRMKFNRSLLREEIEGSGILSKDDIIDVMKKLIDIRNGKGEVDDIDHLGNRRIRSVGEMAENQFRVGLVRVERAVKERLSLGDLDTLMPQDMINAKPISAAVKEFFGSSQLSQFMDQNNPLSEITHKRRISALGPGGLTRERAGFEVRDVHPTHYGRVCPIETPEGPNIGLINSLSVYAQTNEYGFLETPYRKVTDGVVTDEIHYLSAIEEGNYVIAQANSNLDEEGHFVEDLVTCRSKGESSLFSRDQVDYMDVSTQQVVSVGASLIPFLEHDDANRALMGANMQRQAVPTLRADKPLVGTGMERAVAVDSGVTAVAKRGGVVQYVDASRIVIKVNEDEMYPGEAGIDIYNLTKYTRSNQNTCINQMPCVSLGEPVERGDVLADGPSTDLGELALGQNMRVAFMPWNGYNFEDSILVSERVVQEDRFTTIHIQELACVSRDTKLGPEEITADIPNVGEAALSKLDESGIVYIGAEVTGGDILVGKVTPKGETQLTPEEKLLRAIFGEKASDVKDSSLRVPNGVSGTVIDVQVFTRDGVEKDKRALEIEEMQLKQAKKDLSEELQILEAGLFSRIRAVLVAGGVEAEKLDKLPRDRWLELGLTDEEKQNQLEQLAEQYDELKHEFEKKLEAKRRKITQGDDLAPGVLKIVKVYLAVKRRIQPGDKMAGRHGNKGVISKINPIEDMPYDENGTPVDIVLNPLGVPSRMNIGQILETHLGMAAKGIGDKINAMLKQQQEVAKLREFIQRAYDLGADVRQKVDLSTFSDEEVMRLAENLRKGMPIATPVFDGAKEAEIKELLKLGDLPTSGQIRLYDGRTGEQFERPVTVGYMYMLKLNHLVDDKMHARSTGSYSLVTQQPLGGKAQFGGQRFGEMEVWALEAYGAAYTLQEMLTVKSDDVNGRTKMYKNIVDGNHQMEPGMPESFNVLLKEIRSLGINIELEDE
M1 agonist: M1 muscarinic receptor agonism; 3% of 64,000 active; B-score at 10 µM; AID 626; CHO-M1 cells, Fluo-4 calcium fluorescence, agonist mode; active compounds read high;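 active means fluorescence rise, raw or as B-score row- and column-corrected plate score, outside the 99.7% band of its plate's samples, either direction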
TNAP act mid DEA: human TNAP activation, intermediate phosphate acceptor; 64,000 tested, under 10 active; activation factor at 20 µM; purified TNAP, CDP-star luminescence, 100 mM DEA, 30 min; active compounds read high; scale: 0 levamisole-inhibited, 1 vehicle-only enzyme; P05186; AID 813;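 active means activation factor of at least 2 at 20 µM, relative to controls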
tolC growth inh: E. coli tolC mutant growth inhibition. E. coli BW25113 tolC mutant growth, OD615. growth inhibition, % at 10 µM (by protocol). 2.2% of 65,000 active. AID 573;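 active means growth inhibition at or above a cutoff equal to the mean over every tested compound plus 3 SD, cut at about 60% in these data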;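 further: growth measured after 20 h incubation at 37 °C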
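signal = optical density read at 615 nm | test system = E. coli ΔtolC::kan strain BW25113 | timing = 20 h compound exposure of bacteria at 37 °C | buffer or medium = LB medium plus 50 µg/mL kanamycin | compound dosing = 10 µM final, single dose | evaluation = % inhibition of E. coli growth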
M1 antagonist: antagonists of rat M1 muscarinic receptor; 3.4% of 64,000 active; B-score at 10 µM; AID 628; CHO-M1 cells, Fluo-4 calcium, ACh EC80 antagonist mode; active compounds read low; P08482;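 active means calcium fluorescence response, raw or row-and-column corrected B-score, differing from the plate sample mean either way at a set confidence level, mostly lower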
Fluor 339 460: intrinsic fluorescence of library compounds, ex339/em460 – biochemical, MLSMR library, data from DPM-DC assay, artefact control, profiling panel; AID 709; 5.5% of 65,000 active; compound autofluorescence, ex339/em460 nm, NADH buffer; active compounds read high; 1 = no-compound wells, NADH background; fluorescence fold increase at 10 µM;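 active means at 10 µM, mean starting fluorescence two-fold or more over control wells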;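 further: signal is the first read of a kinetic run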
NADH enzymes: inhibition of NAD/NADH coupling enzymes, library profiling | coupled PK/LDH NADH assays, four targets | IC50, µM (highest dose often 10 µM), without a hit: at the highest dose inhibition | 0.02% of 65,000 active;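 active means single-dose screening hits from any of four coupled enzyme assays that gave an IC50 when retested across doses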;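 further: the DPM-DC format reads NADH fluorescence rather than 340 nm absorbance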
SF1 activator: SF-1 (human) activation. Q13285. CHO-K1 Gal4-SF-1 LBD luciferase reporter; % increase over DMSO SF-1-specific signal. activation, % at 10 µM. 1.9% of 65,000 active. AID 522;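 active means activation above the mean activation of all tested compounds plus 3 SD, cut at about 50% in these data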
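System: CHO-K1 cells with Gal4–hSF-1 LBD chimera plus Gal4-driven luciferase; quantity: 4,000 CHO-K1 cells per well; compound: one dose, 10 µM compound, 1% DMSO; times: 20 h compound treatment, 37 °C; measured by: SteadyLite luciferase luminescence; read-out: percent activation versus DMSO; benchmarks: DMSO and mock-transfected background; replicates: one test per compound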
RORA act: activators of human nuclear receptor RORA; P35398; CHO-K1 Gal4-RORA LBD luciferase reporter, luminescence; percent increase over mock-subtracted basal signal; activation, % at 10 µM; 1.5% of 65,000 active;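 active means activation above the mean of all tested compounds plus 3 SD, cut at about 49% in these data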;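 further: 0% = DMSO-treated RORA cells and 100% = added signal equal to DMSO minus mock-transfected cells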
Numbers without * were called inactive; . = no result given; [ ] = another dose, or the depositor's remark.

Order of results: E coli RNAP	M1 agonist	TNAP act mid DEA	tolC growth inh	M1 antagonist	Fluor 339 460	NADH enzymes	SF1 activator	RORA act
> Cc1ccc(SCC(=O)N2CC(C)OC(C)C2)cc1 (stereo not drawn)
  8	-0.096	1	2	-0.2	1.1	0%	10	-18
> Cc1cc(NC(=O)c2cc(-c3ccccn3)nc3ccccc23)no1
  -2	-0.35	0.9	2	-1.2	1.2	8%	-7	8
> CC1(C)CC(=O)C(/C=N/c2ncccc2C(=O)O)=C(O)C1
  7	-0.42	0.9	-22	-0.28	1.1	8%	-6	-2
> O=C(CN1CCCCC1)Nc1ccccc1NC(=O)CN1CCCCC1
  9	2.8	1	-10	1.1	1.1	5%	-3	7
> Cn1c(NC(=O)Cc2ccc(F)cc2)cc(=O)n(C)c1=O
  1	-0.37	0.9	-18	-0.13	0.86	5%	-3	26
> CC1=C(C(=O)Nc2cccnc2)C(c2ccc(C(C)C)cc2)n2ncnc2N1 (stereo not drawn)
  1	-0.079	0.9	-6	0.73	1	3%	2	5
> Nc1nc(-c2ccc3c(c2)CCCC3)cs1
  8	-0.37	0.8	17	-0.14	1.2	0%	37	76*
> COC(=O)Cc1cc(=O)[nH]c(/N=C(\N)Nc2ccc(C)cc2C)n1
  11	1.5	1	-8	0.096	1.1	2%	-8	-10
> O=S(=O)(CCSc1nc2ccccc2o1)Cc1ccccc1
  3	-0.67	0.9	-3	-0.032	1.1	6%	-14	-6
> Cc1ccccc1Cn1c(-c2cncs2)nc2ccccc21
  4	-0.17	0.9	30	-0.17	1.1	6%	11	5

Not a retest: an excerpt of the list.
Order of results: E coli RNAP	M1 agonist	TNAP act mid DEA	tolC growth inh	M1 antagonist	Fluor 339 460	NADH enzymes	SF1 activator	RORA act
> Cn1c(NC(=O)Cc2ccc(F)cc2)cc(=O)n(C)c1=O
  1	-0.37	0.9	-18	-0.13	0.86	5%	-3	26
> CC1=C(C(=O)Nc2cccnc2)C(c2ccc(C(C)C)cc2)n2ncnc2N1 (stereo not drawn)
  1	-0.079	0.9	-6	0.73	1	3%	2	5
> Nc1nc(-c2ccc3c(c2)CCCC3)cs1
  8	-0.37	0.8	17	-0.14	1.2	0%	37	76*

Continued:
Order of results: E coli RNAP	M1 agonist	TNAP act mid DEA	tolC growth inh	M1 antagonist	Fluor 339 460	NADH enzymes	SF1 activator	RORA act
> CCOC(=O)N1CCN(C(=O)c2ccccc2Oc2ccccc2)CC1
  -5	0.0018	1	-1	0.11	1	9%	-2	-11
> O=C(NCCCn1ccnc1)c1ccco1
  8	.	0.9	-17	.	1.1	1%	2	-8
> O=C(NCc1cccnc1)C1CC(c2ccc(F)cc2)=NO1 (stereo not drawn)
  3	0.0074	0.8	-16	1	1.1	5%	6	0
> CC1c2[nH]c3ccccc3c2CCN1S(C)(=O)=O (stereo not drawn)
  .	-0.25	.	-1	0.71	1.1	5%	-20	-11
> O=C(CCCC(=O)N(CC(=O)NC1CCCC1)Cc1ccccc1Cl)Nc1ccccn1
  2	0.53	1	3	1.2	1	6%	-1	17
> CCOc1ccc(CNC(=O)CCn2c(=O)oc3ccccc32)cc1OC
  -6	0.0016	0.9	-5	0.26	1.1	4%	16	-8
> Cc1ccc(P(=Nc2ccccc2)(N2CCOCC2)N2CCOCC2)o1
  -4	0.5	0.9	-17	-1.7	1.1	8%	10	23
> CC(=O)c1cc(-c2ccccc2)[nH]c1N1CCOCC1
  5	1.3	1	-10	0.88	1	2%	-5	-7
> Cc1onc(-c2ccccc2Cl)c1C(=O)OCC(=O)c1ccc2c(c1)OCCO2
  2	-0.64	0.9	21	-0.11	1.2	5%	-5	9
> CC1=CC(c2ccccc2)n2nc(NS(=O)(=O)c3ccc(C)cc3)nc2N1 (stereo not drawn)
  -3	0.14	0.9	8	0.6	2.2*	8%[fluoresces]	-5	-8
> COc1cc(NS(=O)(=O)c2ccc(F)cc2)c(OC)cc1NC(C)=O
  13	0.38	1	-13	0.56	1.1	0%	-10	-20
> Cc1cc(C)c(S(=O)(=O)NCC2CCC(C(=O)NCCCN3CCOCC3)CC2)c(C)c1 (stereo not drawn)
  3	-0.68	1	4	-0.1	1.1	2%	-4	-11
> CCOc1ccc(/C=C\C(C)=N\O)cc1
  7	0.017	0.9	6	1.4	1.1	2%	6	72*
> O=C(C1CCCCC1)N1CCC(c2nc3ccccc3[nH]2)CC1
  -7	1.2	0.9	12	-0.13	1.1	0%	-3	-21
> O=C(Cc1ccccc1)NC(NCCCN1CCOCC1)(C(F)(F)F)C(F)(F)F
  8	0.0099	0.9	-22	0.59	1.1	7%	-4	7
> CC(C)c1ccccc1N1CC(C(=O)O)CC1=O (stereo not drawn)
  4	-0.067	0.9	-18	-0.083	1.1	4%	11	-7
> COCCNC(=O)c1c(N)n(CCC2=CCCCC2)c2nc3ccccc3nc12
  -8	6.2*	1	-2	0.78	2.5*	2%[fluoresces]	-12	-16
> CC(C)c1nnc(NC(=O)CSc2nc3ccccc3s2)s1
  8	-0.26	0.9	28	0.62	1.1	5%	-6	-13
> Cc1cc(NC(=O)CN2CCc3ccccc3C2)nc2c1c(=O)oc1ccccc12
  14	-0.47	1	-4	0.3	1.2	6%	0	-15
> O=C(NCc1cccnc1)c1cc(-c2cccs2)on1
  0	0.012	0.9	0	-0.62	1.2	4%	17	42
> COc1ccccc1C(=O)Nc1nc2ccc(S(C)(=O)=O)cc2s1
  1	1.3	0.9	-4	-1.9	1.3	1%	33	28
> CCOC(=O)CSC(CC)C(=O)Nc1nnc(CC)s1 (stereo not drawn)
  2	-0.0057	1	-12	-0.087	1.1	2%	21	-2
> O=C(OCc1ccccc1)C1CCCN1C(=O)c1cccs1 (stereo not drawn)
  3	-0.015	0.9	11	0.19	1.1	6%	-8	-3
> Cn1c(=O)c2c(SCC(=O)N3CCC(Cc4ccccc4)CC3)nc(C3CC3)nc2n(C)c1=O
  12	0.12	0.9	15	0.44	1.1	1%	-4	-15
> O=C(C1CC1(c1ccccc1)c1ccccc1)N1CCOCC1 (stereo not drawn)
  7	-2.7*	0.9	2	-0.03	1.1	2%	14	-15
> Fc1ccc(-c2csc3nnc(SCc4cccnc4)n23)cc1
  14	0.075	0.9	-9	0.39	0.99	2%	1	-5
> O=C(CSc1nc2ccccc2o1)Nc1ccc(N2CCOCC2)cc1
  -9	4.4	1	38	-0.33	1.1	2%	9	1
> CCCCNC(=O)NS(=O)(=O)c1ccc(NS(=O)(=O)c2ccccc2)cc1
  11	-0.46	0.8	3	0.24	1.1	2%	-19	-1
> CN(C)c1ccc(C(=O)c2ccccc2C(=O)O)c(O)c1
  2	0.13	0.9	-30	-0.46	0.92	10%	-2	27
> O=C(NCCC1=CCCCC1)C1CCN(Cc2cnn(-c3ccccc3)c2-n2cccc2)CC1
  4	3.6*	1.1	50	-1.4	1.2	2%	4	-4
> C=CCNC(=O)c1scc2c1CCCC2
  1	0.24	1	-3	0.017	1.1	6%	-5	-5
> Cn1c(=O)[nH]c(=O)c2c1nc(N1CCC(Cc3ccccc3)CC1)n2Cc1ccccc1
  7	1	1	7	-0.12	1.1	3%	-18	22
> CC(C)Oc1cccc(C(=O)Nc2ccc(N3CCN(S(C)(=O)=O)CC3)cc2)c1
  2	-0.04	0.9	-23	-0.32	1	11%	-27	-2
> O=C(O)CNC(=O)c1ccc(OC(F)F)cc1
  3	-0.4	0.9	-7	0.95	1.1	4%	-2	-9
> CCOC(=O)CC(=O)CSc1ncc(C(=O)OCC)c(N)n1
  7	-0.59	0.9	-11	0.14	1.1	7%	3	-10
> COc1ccccc1N1CCN(c2nc3ccccc3nc2C(C#N)C(=O)OC(C)C)CC1 (stereo not drawn)
  -19	1.1	0.7	11	-1.6	1.1	2%	-24	40
> O=C(C1=C(O)C(=O)N(c2ncccn2)C1c1ccc(Cl)c(Cl)c1)c1ccco1 (stereo not drawn)
  .	-2.3	0.8	13	0.03	1.1	3%	10	-5
> Cc1cc(NCCOCCO)n2ncc(-c3ccc(Cl)cc3)c2n1
  .	0.05	0.9	13	0.47	2.6*	15%	9	89*
> OC1(CN2CCOCC2)C2CN3CCN(C2)CC1(c1ccccc1)C3 (stereo not drawn)
  2	-1	0.9	-17	-0.61	1.1	12%	-4	12
> COc1ccc(S(=O)(=O)n2nc(OC(=O)c3ccccc3)cc2N)cc1
  4	0.12	0.9	-16	0.25	1.1	3%	-3	-14
> COc1ccc(N2C(=O)CC(N3CCN(c4ccccc4F)CC3)C2=O)cc1 (stereo not drawn)
  5	-0.29	0.9	-23	0.31	1.1	2%	-10	-9
> CC(NC(=O)C1CCC1)c1ccccc1 (stereo not drawn)
  .	0	0.9	-10	-1.1	1.1	6%	-10	-13
> CCn1c(C)c(C(C)=O)c(N2CCCCC2)nc1=S
  0	-0.17	1	-19	-1.3	1	7%	9	-11
> Cc1nn2c(-c3ccco3)nnc2c2ccccc12
  1	-0.38	0.9	38	-1.7	1.2	2%	18	-21
> Cc1nc(SCC(=O)Nc2ccccc2)c2oc3ccccc3c2n1
  0	0.1	0.9	-4	1.3	1.1	12%	-19	3
> O=C1c2ccccc2C(=O)N1CCCOc1ccccc1
  3	-0.014	0.9	-5	-0.098	1.1	4%	44	36
> COC(=O)Cn1c(=O)sc2ccccc21
  4	.	0.9	-11	.	1.2	3%	-5	-13
> CCCN(CCC)S(=O)(=O)c1ccc(C(=O)Nc2nnc(-c3cc(OC)cc(OC)c3)o2)cc1
  4	0.28	1	98*	0.35	1.9	6%	-7	11
> OCc1nnn(-c2cccc(C(F)(F)F)c2)c1CO
  7	0.016	0.4	-20	0.48	1.1	4%	-9	-4
> Cc1ncc(CSc2nc3ccccc3[nH]2)c(N)n1
  7	0.14	0.8	-6	-0.1	1.1	3%	2	-3
